Bioassay records deposited in PubChem BioAssay by National Center for Advancing Translational Sciences (NCATS).
TGFb SMAD3 inh: qHTS for Inhibitors of TGF-b; HepG2 CAGA-GFP TGF-b/SMAD3 reporter, GFP fluorescence, 18 h; TGF-beta stimulated, 500 pg/mL final; Potency, µM (series often up to 46.1 µM), inactives show at the top dose activity, negative = inhibition, usual class: inhibitors; 410,000 tested, 1.2% active; AID 588855, 2011; note: potency is the fitted concentration of half-maximal effect; % is set by controls: 0 for no effect and ±100 for the full control effect; nearly all actives have a fitted effect of over 65% in size
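Inhibition was scored as loss of TGF-beta-induced (500 pg/mL final, 18 hours, 37 degrees C) GFP in HEPG2 cells carrying a CAGA-GFP reporter, in DMEM with 1% FBS. Well GFP was summed per cell; Activity was normalised to unstimulated and stimulated DMSO wells, then concentration-response fitting.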
Mm-Cpn inhibitor: Inhibitors of TCP-1 ring complex (TRiC) of Methanococcus maripaludis (MmCpn): qHTS | AID 504842, 2011 | purified Mm-Cpn ATPase, ADP Transcreener TR-FRET | Potency, µM (titrated, usually from 76.9 µM), inactives show at the top dose activity, negative = inhibition, most hits filed as inhibitors | Chaperonin Mm-Cpn (Methanococcus maripaludis) | 330,000 tested, 0.031% active; note: potency is the fitted concentration of half-maximal effect; % is set by controls: 0 for no effect and ±100 for the full control effect; nearly all actives have a fitted effect of over 80% in size
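Eu-cryptate anti-ADP/ADP-d2 competition gives a ratio inversely related to ADP. Enzyme at 25 nM was pre-exposed to compound for 10 min, then given 10 uM ATP for 30 min, 37°C throughout.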
Nrf2 ARE act: qHTS of Nrf2 Activators. AREc32 ARE-luciferase reporter (MCF7-derived line), luminescence, 24 h. AID 624171, 2012. 410,000 tested, 0.31% active. Potency, µM (doses to about 46.1 µM), inactives show at the highest dose activation, usual class: activators; note: potency is the fitted concentration of half-maximal effect; % of control where 0% means no effect; nearly all actives have a fitted effect of over 65% in size
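Reporter line AREc32 (ARE-Fluc), seeded overnight in OPTI-MEM with 5% FBS; compound pin-transferred, 24 hr at 37 deg C, 5% CO2; luminescent read-out.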
Nrf2 inh: Nrf2 qHTS screen for inhibitors; A549 ARE-Fluc reporter, luciferase luminescence, 18-24 h; AID 504444, 2011; 360,000 tested, 2.1% active; Potency, µM (titrated, usually from 46 µM), inactives show at the top dose activity change, negative = inhibition, usual class: inhibitors; note: potency is the fitted concentration of half-maximal effect; % is set by controls: 0 for no effect and ±100 for the full control effect; nearly all actives have a fitted effect of over 60% in size
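In this cell-based qHTS, ARE-driven firefly luciferase in A549 cells reports Nrf2 activity; the luminescent signal after BugLite lysis is the measured value, with a prior CellTiter-Fluor read for cell health.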
ATXN viability: Viability Counterscreen for Primary qHTS for Inhibitors of ATXN expression | S2 cells (HEK-293 line with an ATXN2-luciferase reporter) viability, CellTiter-Fluor protease fluorescence, 24 h | Potency, µM (series often up to 56.7 µM), actives largely listed as cytotoxic | 400,000 tested, 0.49% active | AID 651635, 2014; note: potency is the fitted concentration of half-maximal effect; nearly all actives have a fitted effect of over 40% in size
CCT modulator: High-Throughput Screening for Modulators of Cytosolic Chaperonin Activity; purified chaperonin ATPase assay, HTRF ADP detection, 30 min; activity change, % (no concentration beside the values), hits read low; 360,000 tested, 0.3% active; in the data active = activity change below about -30%; note: % is set by controls: 0 for no effect and ±100 for the full control effect
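TRiC at 40 or 20 nM final (batch-dependent) in 30 mM Tris pH 7.4, 100 mM KCl, 5 mM MgCl2, 1 mM DTT, with compound at single 76 uM and 10 uM ATP, 30 min at 37 deg C. ADP detected by HTRF Transcreener, 665/615 ratio.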
HepG2 viability: qHTS for Inhibitors of TGF-b: Cytotox Counterscreen; HepG2 CAGA-GFP viability, ATP luminescence, 18 h; Potency, µM (highest dose often 46.1 µM), for inactives: top-dose activity change, negative = cytotoxicity, actives largely listed as cytotoxic; 410,000 tested, 0.76% active; AID 588856, 2011; note: potency is the fitted concentration of half-maximal effect; some results filed as inactive show a strong effect at the top dose
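HepG2 CAGA-GFP cells (1000/well, DMEM with 1% FBS) received compound, then TGF-beta at 500 pg/mL final, and were incubated 18 hours at 37 degrees C. Viability was read by CellTiter-Glo luminescence. Media-only wells were set as complete cell-killing and DMSO as no toxicity.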
Akt phos inh: HTS Assay for Inhibitors of Akt Phophorylation: Primary Screen | Neuro2A IGF-stimulated pAkt S473 HTRF, 20 min; active compounds read low | activity change, % for hits at 50 µM | 360,000 tested, 0.32% active; in the data active = activity change below about -80%; inconclusive = mostly about -51% to -80%; note: % is set by controls: 0 for no effect and ±100 for the full control effect
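Neuro2A cells (4,500/well, DMEM with 0.5% FBS) were treated with compound at a single 50 µM final concentration, stimulated with 6 nM IGF for 20 min at 37 °C, and lysed. Phospho-Akt Ser473 was read by HTRF as 665/615 ratio ×10^4.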
A549 viability: Nrf2 qHTS screen for inhibitors: counterscreen for cytotoxicity. 390,000 tested, 0.16% active. AID 504648, 2011. A549 ARE-Fluc cells, CellTiter-Fluor viability, 18-24 h. Potency, µM (doses to about 46 µM), for the others: at the top dose activity change, negative = cytotoxicity, usual class: inhibitors; note: potency is the fitted concentration of half-maximal effect; % is set by controls: 0 for no effect and ±100 for the full control effect
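A549 ARE-Fluc cells in 5% FBS OPTI-MEM, 5000 cells/well, rested 2 h then exposed to compounds in concentration-response for 18-24 h at 37 °C. Viability by CellTiter-Fluor fluorescence (Ex 405/Em 525) after 30 min; luciferase luminescence (BugLite, 15 min, RT) read afterwards.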
* marks the source's active call; other numbers are inactive results; i = inactive; u = inconclusive; x = not tested or not shown; & = joins results of further samples; [ ] = dose if it differs, or a comment. Unless noted, calls come from the whole dose curve; as a rule, active = well fitted curve in the direction sought with a large enough effect; inconclusive = small, poorly fitted or top-dose-only effect, or another doubt; inactive = no such curve, though single readings can be large; an effect the other way counts as inactive or inconclusive. An excerpt, so the mix of outcomes need not match the whole.

SMILES	TGFb SMAD3 inh	Mm-Cpn inhibitor	Nrf2 ARE act	Nrf2 inh	ATXN viability	CCT modulator	HepG2 viability	Akt phos inh	A549 viability
CN(C)C(CNC(=O)Cc1ccc(Br)cc1)c1ccccc1 (configuration not stated)	-3.6%	0.3%	0.1%	-5.5%	i	-3.0	-8.7%	i	7.7%
CN1C(=O)/C(=C\N2CCc3ccccc32)C(=O)NC1=S	-14.9%	2.1%	13.9%	24.0%	i	1.1	8.2%	i	-0.3%
CN1CC2([N+](=O)[O-])CC=C(Cl)C([N+](=O)[O-])(C1)C2 (configuration not stated)	17.6%	0.4%	0.4%	6.6%	i	-1.3	2.7%	i	-0.5%
Clc1cccc(C2NCc3ccccc3-n3cccc32)c1 (configuration not stated)	-0.1%	0.3%	-1.0%	4.8%	i	0.0	-2.2%	i	11.8%
Cc1cccc(C(O)(C(=O)NNC(=O)CN2CCN(C)CC2)c2cccc(C)c2)c1	-14.0%	1.4%	0.2%	3.1%	u	1.5	1.8%	i	1.5%
Cc1ccccc1OCC(=O)N1CCN(CCc2ccccn2)CC1	-12.2%	x	-0.6%	15.7%	i	x	-0.4%	x	0.0%
CN1CCN(c2cccc3c2C(=O)c2ccccc2C3=O)CC1	2.3%	1.3%	6.1%	2.0%	u	-7.1	-21.7%	i	-19.0%
CC1CCCCC1NC(=O)CNC(=S)N1CC2CC(C1)c1cccc(=O)n1C2 (configuration not stated)	0.9%	2.3%	-0.2%	2.5%	i	-2.3	2.2%	i	6.4%
O=c1cccc2n1CC1CC2CN(c2ncnc3c2cnn3-c2ccc(Cl)cc2)C1 (configuration not stated)	-21.7%	-0.6%	-0.1%	8.6%	i	-1.3	-3.3%	i	1.2%
CC1CCCN(c2ccc(C(=O)N3CCC4(CC3)OCCO4)cc2[N+](=O)[O-])C1 (configuration not stated)	u	-0.6%	0.0%	3.3%	i	-2.1	-39.7%	i	-7.0%

Compound profiles, as listed above.
`CN1CCN(c2cccc3c2C(=O)c2ccccc2C3=O)CC1` is listed with TGFb SMAD3 inh: 2.3%; Mm-Cpn inhibitor: 1.3%; Nrf2 ARE act: 6.1%; Nrf2 inh: 2.0%; ATXN viability: u; CCT modulator: -7.1; HepG2 viability: -21.7%; Akt phos inh: i; A549 viability: -19.0%
`CN1C(=O)/C(=C\N2CCc3ccccc32)C(=O)NC1=S` is listed with TGFb SMAD3 inh: -14.9%; Mm-Cpn inhibitor: 2.1%; Nrf2 ARE act: 13.9%; Nrf2 inh: 24.0%; ATXN viability: i; CCT modulator: 1.1; HepG2 viability: 8.2%; Akt phos inh: i; A549 viability: -0.3%

Going on with the list.
SMILES	TGFb SMAD3 inh	Mm-Cpn inhibitor	Nrf2 ARE act	Nrf2 inh	ATXN viability	CCT modulator	HepG2 viability	Akt phos inh	A549 viability
O=C(c1cc(=O)[nH]c2ccc(Br)cc12)N1CCC2(CC1)OCCO2	2.0%	-0.4%	2.2%	10.7%	i	-3.6	46.4%	i	5.9%
COC(=O)C1=COC(C)C2CN3CCC4(C(=O)Nc5ccccc54)C3CC12 (configuration not stated)	-16.3%	-2.3%	5.7%	6.9%	i	3.0	-9.0%	i	5.7%
COc1ccc(C(=O)CC(c2ccc(OC)c(OC)c2)c2c(O)c3ccccc3oc2=O)cc1OC (configuration not stated)	-1.2%	x	0.1%	x	i	0.1	-29.8%	i	x
Cc1cc(NC(=O)c2cccn(Cc3ccccc3)c2=O)no1	-0.3%	x	-0.1%	x	i	x	-1.6%	x	-3.3%
Cc1c(NC(NC(=O)CF)C(Cl)(Cl)Cl)c(=O)n(-c2ccccc2)n1C (configuration not stated)	56.4%[activator]	-2.3%	2.0%	13.7%	i	-1.3	0.0%	i	23.5%
CC(C)Oc1ccc(Cc2c(O)[nH]c(=O)[nH]c2=O)cc1	22.2%	0.6%	-0.2%	13.5%	i	-3.8	-8.9%	i	2.0%
O=C1NCN(c2ccccc2)C12CCN(C(c1cccc3ccccc13)c1nnnn1-c1ccc3c(c1)OCCO3)CC2 (configuration not stated)	u	x	-0.1%	x	u	0.3	0.4%	i	x
COc1cc(/C=C/c2nc3ccccc3c(=O)n2-c2ccc(Br)c(C)c2)ccc1O	u	x	0.3%	x	x	x	-37.6%	x	-1.3%
CC12CC[C@H]3[C@@H](CCC4(O)C[C@H](O)CCC34/C=N/NC(=O)c3ccccc3F)C1(O)CCC2C1=CC(=O)OC1 (some centres not stated)	2.4%	u	3.7%	9.2µM*	u	-1.6	-27.2%	i	-24.5%
CC(=O)N1c2ccc(S(=O)(=O)N3CCCC(C(=O)Nc4cc(C)cc(C)c4)C3)cc2CC1C (configuration not stated)	-25.9%	1.6%	3.6%	u	i	0.4	-22.5%	i	14.5%
COc1ccc(-n2c(-c3ccco3)nc3ccccc3c2=O)cc1	-18.3%	-1.0%	-0.2%	-10.5%	i	0.5	-6.4%	i	1.5%
O=C1NC(=O)N(c2ccc(F)cc2)C(=O)/C1=C/c1ccc2c(c1)CCCN2Cc1ccccc1	5.0%	-4.7%	6.6%	-7.1%	i	-3.1	1.8%	i	0.7%
CC(=O)Nc1ccccc1C(=O)C(=O)Nc1cccc(C(=O)N2CCC3(CC2)OCCO3)c1	13.7%	2.7%	2.0%	-4.3%	i	0.6	10.8%	i	2.6%
CCOC(=O)c1ccc(N=Cc2c(O)n(-c3ccc(OC)cc3)c(=S)[nH]c2=O)cc1	-0.2%	-1.3%	-0.8%	-27.9%	i	0.5	-2.4%	i	-16.2%
COc1ccc2c(c1OC)C[N+]1([O-])CCc3cc4c(cc3C1C2)OCO4 (configuration not stated)	-3.3%	u	0.3%	9.1%	i	-2.4	-1.3%	i	0.0%
CCOP(=O)(OCC)C(O)c1ccc2c(c1)OCO2 (configuration not stated)	0.7%	-0.8%	-0.7%	1.8%	i	-0.4	1.5%	i	3.9%
O=C(O)c1ccc(Cl)nc1	15.9%	-0.6%	-0.2%	16.6%	i	-0.4	12.4%	i	-7.1%
CN(C)c1ccc(/C=C/C=C2/C(=O)NC(=O)N(c3ccccc3)C2=O)cc1	-13.5%	-9.9%	u	u	x	-1.9	3.7%	i	11.1%
Cn1cc(C(=O)OCC(=O)NC2CCCCC2)c2ccccc21	3.3%	1.7%	-1.0%	-22.0%	i	-2.6	-12.6%	i	2.3%
CCn1cc(C(=O)N2CCC3(CC2)OCCO3)c(=O)c2cc(S(=O)(=O)N3CCCC3)ccc21	10.1%	-1.7%	-0.5%	-3.9%	i	-0.6	3.6%	x	-4.3%
CN1CCC(N2CC3CC(C2)c2cccc(=O)n2C3)CC1 (configuration not stated)	25.4%	-0.4%	-0.2%	x	i	-3.2	-9.3%	i	13.5%
CCn1c(O)c(C=Nc2ccc(S(N)(=O)=O)cc2)c(=O)n(CC)c1=S	-14.7%	u	1.8%	u	i	-1.0	-6.8%	i	-14.3%
CCCSc1ncc(Cl)c(C(=O)N(Cc2ccccc2)c2ccc(OC)cc2)n1	x	x	5.1%	u	x	x	-27.5%	x	-9.1%
Cc1ccc(N(C)C(=O)Oc2ccc(C(=O)c3ccc(Cl)cc3)cc2)cc1	-7.7%	1.9%	0.5%	u	i	-0.3	-4.7%	i	u
O=C1NC(=O)C2(Cc3ccccc3N3CCCC32)C(=O)N1c1cccc(Cl)c1 (configuration not stated)	-3.7%	-1.1%	0.1%	8.3%	i	-1.4	2.4%	i	-2.7%
Clc1ccc(C2N3CCCN23)c(Cl)c1 (configuration not stated)	26.3%	-1.6%	0.3%	20.1%	i	-1.3	-1.4%	i	14.3%
Cc1ccc(OCC(=O)N/N=C\c2ccc(O)c([N+](=O)[O-])c2)c([N+](=O)[O-])c1	-0.2%	-0.6%	3.1%	u	i	-4.2	5.8%	i	-11.1%
CCOC(=O)[C@]12Cc3cc4c(cc3[C@H]1N(Cc1ccccc1)C(=O)c1ccccc12)OCO4	u	x	4.2%	u	u	-5.0	-9.6%&-33.1%	i	-25.5%
O=C(c1cccc2ccccc12)C1CCCN(C2CCC2)C1 (configuration not stated)	u	0.6%	-1.0%	u	u	1.3	-28.9%	i	-22.9%
O=C1c2cccc(N3CCNCC3)c2C2CCCCN12 (configuration not stated)	-14.2%	x	4.5%	x	i	1.8	-43.4%	i	x
CC(NCc1ccc(Cl)cc1)C(O)c1ccccc1 (configuration not stated)	-11.9%	-1.2%	-0.5%	0.2%	i	0.2	-50.2%	i	0.4%
CCCC(C)n1[nH]c(=O)c2c1NC(=O)CSC2c1ccc(OC)cc1 (configuration not stated)	6.4%	0.1%	1.8%	u	i	-6.2	0.8%	i	-6.0%
Cc1cccc(-n2c(O)c(C=NC34CN5CN(CN(C5)C3)C4)c(=O)[nH]c2=O)c1	5.7%	0.0%	0.4%	7.8%	i	-2.2	11.9%	i	-5.1%
COC(=O)c1ccc(-n2c(C)nc3ccccc3c2=O)cc1	-4.7%	-19.9%	0.2%	-5.5%	u	1.0	10.0%	i	-1.2%
C[C@@H]1O[C@@H](O[C@H]2C[C@@H](O)[C@]3(CO)[C@H]4[C@H](O)C[C@]5(C)[C@@H](C6COC(=O)C6)CC[C@]5(O)[C@@H]4CC[C@]3(O)C2)[C@H](O)[C@H](O)[C@H]1O (some centres not stated)	u	0.5%	-3.9%	0.411µM*	u	0.9	-50.5%	i	u
